Bioassay records deposited in PubChem by The Scripps Research Institute Molecular Screening Center.
TEAD-YAP inh: TEAD-YAP interaction inhibition. HEK-TIYL cells, TEAD-Gal4/YAP UAS-luciferase luminescence. inhibition, % at 9.12 µM. 640,000 tested, 1.4% active. AID 1259422; in the data active = inhibition above about 32%;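 note: 0% = median of test compound wells and 100% = reference inhibitor wells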
FBW7 act: activators of human E3 ligase FBW7; 650,000 tested, 0.13% active; AID 1259310; normalized activity (activation), % at 26.1 µM; Q969H0; AlphaScreen FBW7–phospho-cyclin E peptide binding, activator screen; in the data active = normalized activity above about 1.9%;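 note: purified mutant Fbw7 with reduced substrate affinity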
Target sequence (Q969H0 whole entry, looked up): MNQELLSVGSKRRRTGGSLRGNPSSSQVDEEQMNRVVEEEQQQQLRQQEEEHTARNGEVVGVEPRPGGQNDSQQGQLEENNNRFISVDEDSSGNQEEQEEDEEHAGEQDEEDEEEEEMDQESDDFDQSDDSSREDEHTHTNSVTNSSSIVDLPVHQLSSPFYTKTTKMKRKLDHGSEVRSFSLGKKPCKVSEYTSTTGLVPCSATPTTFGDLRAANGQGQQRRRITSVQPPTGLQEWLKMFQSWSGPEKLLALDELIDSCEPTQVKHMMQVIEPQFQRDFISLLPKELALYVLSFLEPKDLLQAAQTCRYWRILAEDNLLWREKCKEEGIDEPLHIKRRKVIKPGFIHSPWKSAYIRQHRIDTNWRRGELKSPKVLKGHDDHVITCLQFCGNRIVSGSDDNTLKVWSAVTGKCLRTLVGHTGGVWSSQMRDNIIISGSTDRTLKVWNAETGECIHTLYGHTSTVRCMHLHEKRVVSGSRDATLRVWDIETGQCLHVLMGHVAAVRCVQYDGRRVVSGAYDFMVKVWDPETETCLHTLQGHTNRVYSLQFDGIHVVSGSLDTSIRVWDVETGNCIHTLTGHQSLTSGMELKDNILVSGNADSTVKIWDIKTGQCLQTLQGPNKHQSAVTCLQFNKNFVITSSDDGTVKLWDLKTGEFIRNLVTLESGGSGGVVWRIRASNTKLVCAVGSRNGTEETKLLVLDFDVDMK
GPR151 activ: activators of human GPR151. activation, % at 11.2 µM. PathHunter beta-arrestin GPR151 cells, luminescence. 650,000 tested, 1% active; in the data active = activation above about 4.9%;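 note: 0% = median of compound wells and 100% = cells with positive control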
Target sequence (Q8TDV0 whole entry, looked up): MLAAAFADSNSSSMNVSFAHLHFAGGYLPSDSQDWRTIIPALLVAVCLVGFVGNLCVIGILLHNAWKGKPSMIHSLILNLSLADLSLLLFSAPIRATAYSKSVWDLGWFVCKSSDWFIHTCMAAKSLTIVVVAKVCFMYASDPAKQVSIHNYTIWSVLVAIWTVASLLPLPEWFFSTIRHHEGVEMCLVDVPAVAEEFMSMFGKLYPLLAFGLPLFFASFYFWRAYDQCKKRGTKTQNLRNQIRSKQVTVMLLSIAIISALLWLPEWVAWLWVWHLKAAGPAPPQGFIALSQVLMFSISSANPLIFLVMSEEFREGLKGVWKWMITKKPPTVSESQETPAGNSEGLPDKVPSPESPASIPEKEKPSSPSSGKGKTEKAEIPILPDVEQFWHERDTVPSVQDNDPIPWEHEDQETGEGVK
MITF inh: blocks human microphthalmia-associated transcription factor; O75030; AlphaScreen MITF homodimerization, bead proximity signal; inhibition, % at 2.6 µM; 650,000 tested, 0.91% active; AID 1259374; in the data active = inhibition above about 50%;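 note: 0% = vehicle wells with protein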
* marks the source's active call; other numbers are inactive results.

SMILES	TEAD-YAP inh	FBW7 act	GPR151 activ	MITF inh
COc1ccc(C(=O)O/N=C(\N)c2cccc([N+](=O)[O-])c2)cc1OC	-4	0.0	0.3	3
Cc1cc(C)n(-c2cc(N3CCN(C(=O)C(C)(C)C)CC3)ncn2)n1	-14	-0.1	-0.9	-4
COC(=O)C1=CN(Cc2ccc(OC)c(OC)c2)C=C(C(=O)OC)C1c1cc(OC)c(OC)c(OC)c1	-3	0.2	-0.4	4
C#CCN(C)C(=O)c1cnc2sc(C)c(C)n2c1=O	-6	0.1	-0.8	6
COc1ccc(C(=O)NCc2ccc(S(N)(=O)=O)cc2)cc1OC	0	2.4*	0.5	12
COCC(=O)NC(c1nnc2n1CCN(Cc1ccc(N(C)C)cc1)CC2)C(C)C (stereo not given)	9	0.2	0.4	2
O=S(=O)(NCc1csc(-c2cccs2)n1)c1cccc2cccnc12	-8	-0.3	-0.4	0
COc1ccc(NC(=O)CN(C)C(=O)CCCOc2ccccc2)cc1	0	0.0	-0.8	-9
CC(C)(C)c1[nH]nc2c1C(c1c(F)cccc1Cl)C(C#N)=C(N)O2 (stereo not given)	4	0.7	0.3	3
CCc1ccc(OCCOCC(O)CN2CCC(C)CC2)cc1 (stereo not given)	0	0.2	-1.9	1
CCOC(=O)c1c(N)sc2c1CCC(Sc1ccccc1)C2=O (stereo not given)	8	0.3	0.8	8
Cc1ccc2nc(C3CCN(CC(=O)N4CCCCCC4)CC3)[nH]c2c1	-10	0.1	-1.2	4
Cc1ccc(Nc2cc(Sc3ccccc3)c3noc4c3c2C(=O)c2ccccc2-4)cc1	7	0.0	1.6	-4
Cc1ccc2cc(CN(CCO)Cc3nnnn3CCc3ccccc3)c(=O)[nH]c2c1C	3	-0.1	0.1	3
CCc1ccc(C2CC(=O)NC(SCC(=O)OCc3ccccc3)=C2C#N)cc1 (stereo not given)	2	0.0	1.0	5
CC(C)(O)C#Cc1ccc(CN2CCN(Cc3ccc(F)cc3)C(CCO)C2)cc1 (stereo not given)	12	0.1	-1.7	2
CS(=O)(=O)c1ccc(N2CCN(C(=O)C3CCCCC3)CC2)cc1	2	0.4	2.3	11
Cc1cccc(CC(=O)N2CCC3(CC2)CC(=O)c2ccccc2O3)c1	-6	0.2	-0.1	10
CCc1ccc(CN2CCN(C3CCN(Cc4ccccc4)CC3)CC2)cc1	6	-0.2	-0.6	55*
COc1cccc(NC(=O)NCCCN(C)C)c1	-11	0.4	2.4	1
Cc1ccc(C2=NC(c3ccc(F)cc3)NC(c3ccccc3O)C2)cc1 (stereo not given)	-45	-0.1	-0.1	5
CCCCc1ccc(-c2nc3ccccc3c(=O)n2NCc2ccc(OC)c(OC)c2)cc1	-3	-0.1	0.3	1
Cc1ccccc1-n1nc(C(=O)O)c(C)c(C#N)c1=O	5	0.7	-0.8	13
O=C(O)C(=Cc1ccc(-c2ccc(Br)cc2)o1)C(=O)O	1	0.0	0.9	3
O=C(Cn1cnc2c(nnn2Cc2ccc(F)cc2)c1=O)Nc1ccc(F)cc1	6	0.5	0.5	10

Nothing new here: entries from further up.
SMILES	TEAD-YAP inh	FBW7 act	GPR151 activ	MITF inh
COc1ccc(C(=O)O/N=C(\N)c2cccc([N+](=O)[O-])c2)cc1OC	-4	0.0	0.3	3
Cc1cc(C)n(-c2cc(N3CCN(C(=O)C(C)(C)C)CC3)ncn2)n1	-14	-0.1	-0.9	-4
COC(=O)C1=CN(Cc2ccc(OC)c(OC)c2)C=C(C(=O)OC)C1c1cc(OC)c(OC)c(OC)c1	-3	0.2	-0.4	4
C#CCN(C)C(=O)c1cnc2sc(C)c(C)n2c1=O	-6	0.1	-0.8	6
COc1ccc(C(=O)NCc2ccc(S(N)(=O)=O)cc2)cc1OC	0	2.4*	0.5	12

Random excerpt: 4 records from the list, in no set order.
SMILES	TEAD-YAP inh	FBW7 act	GPR151 activ	MITF inh
O=C(Cn1cnc2c(nnn2Cc2ccc(F)cc2)c1=O)Nc1ccc(F)cc1	6	0.5	0.5	10
CCc1ccc(CN2CCN(C3CCN(Cc4ccccc4)CC3)CC2)cc1	6	-0.2	-0.6	55*
Cc1cc(C)n(-c2cc(N3CCN(C(=O)C(C)(C)C)CC3)ncn2)n1	-14	-0.1	-0.9	-4
O=C(O)C(=Cc1ccc(-c2ccc(Br)cc2)o1)C(=O)O	1	0.0	0.9	3

Remaining list, next part.
SMILES	TEAD-YAP inh	FBW7 act	GPR151 activ	MITF inh
C/C(=N/NC(=O)c1cncc(Br)c1)c1ccc(Cl)cc1	-8	-0.1	-0.3	8
N#CCC(=O)Nn1c(=S)[nH]c2ccccc2c1=O	-2	-0.1	0.6	-1
C/C(CC(=O)n1cnnc1)=N\Nc1ccccc1	6	0.5	0.2	14
OC1(c2ccccc2F)CCN(Cc2nnc(-c3ccccc3)o2)CC1	-6	0.1	-0.4	-17
NC1=NC(=O)C2(COC(c3ccncc3)OC2)S1 (stereo not given)	-4	0.0	-1.3	8
CCOc1cc(/C=N/NC(=O)CCSc2ccccc2)ccc1O	4	0.1	-0.3	-4
CCOC(=O)c1ccc(N/C=C(/C#N)c2nc(-c3cccc(OC)c3)cs2)cc1	12	0.0	1.7	-12
O=C1CCc2cc(S(=O)(=O)NCCC(=O)N3CCN(c4ccccn4)CC3)ccc2N1	3	0.2	0.0	-5
Cc1cccc(C(=O)Nc2nccs2)c1[N+](=O)[O-]	3	-0.2	0.6	-2
CCc1cccc2c(C(=O)C(F)(F)F)c[nH]c12	-4	-0.1	0.3	-1
Cc1noc(C)c1-c1nc(NCc2cccc(C(F)(F)F)c2)c2ncn(-c3ccccc3)c2n1	-9	0.1	-1.5	22
Cc1nnc(SCC(=O)Nc2nccs2)s1	-1	0.4	-0.4	6
CC(=O)N1CCSc2cc(S(=O)(=O)NC3CCCCCCC3)ccc21	30	0.4	-0.7	7
CCC(C)OC(=O)C1=C(C)NC(=O)NC1c1ccc(C(F)(F)F)cc1 (stereo not given)	3	-0.1	0.0	-11
COc1ccc(C2=N/C(=C\c3cccc([N+](=O)[O-])c3)C(=O)N2c2cc(Cl)ccc2C)cc1Br	-10	1.5	0.0	13
CCc1ccc(CN(C)C(=O)CCc2nnc(-c3ccc(C(C)=O)s3)o2)nc1	-8	-0.2	-1.0	0
O=C(NCC1CCCO1)C1CCN(Cc2cnn(-c3ccccc3)c2-n2cccc2)CC1 (stereo not given)	-2	-0.1	0.3	39
FC(F)n1nnn(-c2ccccc2)c1=S	-4	0.0	0.7	-7
CCOc1ccc(NCCC(=O)c2cccs2)cc1	-19	-0.3	0.1	4
Cc1ccc(C(=O)NCC(=O)OC/C(O)=C(\C#N)c2nc3ccccc3[nH]2)cc1	8	-0.5	-0.8	10
COc1ccc(NC(=O)N2Cc3ccccc3CC2S(C)(=O)=O)cc1Cl (stereo not given)	8	-0.1	0.6	1
CCc1cc(N2C3CCC2CC(O)(c2ccc(F)cc2)C3)n2ncnc2n1 (stereo not given)	0	-0.1	-0.4	14
Cc1c(C(=O)Nc2ccccc2N2CCCC2)cccc1[N+](=O)[O-]	2	-0.1	-0.2	7
CC(C)C[C@@H]1NC(=O)[C@@H]2C[C@H](NC(=O)c3cccc4ccccc34)CN2C1=O	2	0.0	-1.1	8
CSc1ccc(CN2CCN(CC(C)(C)C)C(CCO)C2)cc1 (stereo not given)	3	-0.1	0.3	0

The results go on:
SMILES	TEAD-YAP inh	FBW7 act	GPR151 activ	MITF inh
O=C(O)CSCC(=O)Nc1ccccc1Br	11	-0.1	-1.2	7
Cc1cc(NC(=O)COC(=O)c2ccc(NC(N)=O)cc2)ccc1Br	-5	0.1	-0.7	52*
COc1ccc(CCNc2ncnc3nc(Nc4ccncc4)[nH]c23)cc1	9	-0.3	1.9	1
COc1ccc(CCN(C)C2CCCN(S(=O)(=O)c3ccccc3F)C2)cc1OC (stereo not given)	7	0.4	0.6	-18
CCN=C1SC(C(N)=O)CC(=O)N1CC (stereo not given)	-8	-0.2	-0.6	4
CCOC(=O)C1CCN(C(=O)c2cc(OC)c(OC)c(OC)c2)CC1	-9	0.1	0.3	9
O=C(NC(=S)Nc1ccc2c(c1)COC2=O)c1cccs1	1	-0.3	0.1	-6
Cc1c(C(=O)N2CCCC(C)C2)sc2ncn(CC(=O)N3CC(C)CC(C)C3)c(=O)c12 (stereo not given)	0	-0.1	-0.7	7
CCOCCCNCc1ccc(OCC)c(OC)c1	6	0.0	2.7	41
O=C(Nc1cccc2cccnc12)C12CC3CC(CC(C3)C1)C2	0	0.1	0.8	-4
Clc1cccc(N2CCN(c3nc(N4CCCCCC4)nc(N(c4ccccc4)c4ccccc4)n3)CC2)c1	4	0.0	-0.8	-3
COc1cc(-c2nc(N3CCCC3)c3ccccc3n2)cc(OC)c1OC	-7	-0.1	1.0	2
Cn1c(=O)c(=O)[nH]c2c(=O)oc3ccccc3c21	-6	-0.2	-0.7	3
Cc1nc2cccnc2n1C1CCN(C(=O)C(C)(C)C)CC1	-7	0.0	-0.1	0
COc1ccc(-c2nc(NCCCN3CCCC3=O)c3ncn(C4CCCCC4)c3n2)cn1	14	0.2	-1.2	7
CC(C)(C)NC(=O)CN1CCc2nc(N3CCCC3)[nH]c(=O)c2C1	12	0.1	0.0	0
Cc1cccc(N2CCN(C(=O)NC3CCCCC3)CC2C)c1 (stereo not given)	5	-0.1	2.8	3
O=C(Nc1ccc(N2CCCCC2)c(C(=O)O)c1)c1ccco1	-6	-0.1	-0.5	4
CC(C)(C)OC(=O)N1CCC(C(=O)N2CCCCCC2)CC1	7	0.0	0.0	4
N#Cc1cccc(OCc2ccc(F)cc2)c1	11	0.0	-1.2	-1
CCN(c1ccccc1)S(=O)(=O)c1ccc2[nH]cc(C(=O)NCCN3CCOCC3)c(=O)c2c1	6	-0.7	0.4	-3
Cc1ccc(NC(=O)C(=O)NCC(C)O)cc1C (stereo not given)	-49	0.7	0.7	13
CC(=O)N1CCC2(CC1)OCc1cc(-c3ccc(C)cc3C)ccc1O2	6	0.6	1.0	27
O=C(CSc1nnnn1-c1ccccc1)Nc1ncc([N+](=O)[O-])s1	4	0.0	2.1	-2
COc1ccc(C)cc1N(CC(=O)O)S(=O)(=O)c1ccccc1	-3	0.1	0.1	15

The results go on.
SMILES	TEAD-YAP inh	FBW7 act	GPR151 activ	MITF inh
CCC1=NN2C(=N)/C(=C/c3ccc(OCCOc4ccc(C(C)(C)C)cc4)c(OC)c3)C(=O)N=C2S1	1	-0.1	-0.6	-6
COc1ccc(-n2nnc3c(SCc4ccc(F)cc4)ncnc32)cc1	-1	0.3	-0.1	-9
C=CCOC(=O)C1=C(C)Nc2[nH]c(=O)[nH]c(=O)c2C1c1ccc(OC)cc1OC (stereo not given)	4	0.0	-0.4	17
CCc1n[nH]c(=S)n1/N=C/c1ccc(NC(C)=O)cc1	-6	-0.2	2.0	2
Cc1ccc(NC(=O)c2cc3c(=O)n4cccc(C)c4nc3s2)cc1Cl	5	-0.5	-0.5	-7
COc1ccc(C2CC(c3cccc(C)c3)n3ncnc3N2)cc1 (stereo not given)	9	0.2	-0.9	10
Cc1cc(C)n(CCN(C)c2nc3nonc3nc2NC2CCCC2)n1	-4	0.0	1.2	1
CCOC(=O)CCC(=O)Nc1ccccc1NC(=O)c1ccccc1OC	-2	0.1	2.6	5
COCCNC(=O)c1ccc(Cn2c(SCc3cc(C(C)=O)ccc3OC)nc3ccc(Br)cc3c2=O)cc1	-3	0.3	2.9	11
COc1ccc2c(c1)CC(c1nc3ccc(-c4ccnc(N)c4)cc3[nH]1)CO2 (stereo not given)	21	0.0	0.0	22
Cc1cc(Nc2ccc(O)cc2)n2ncnc2n1	-2	0.1	0.1	-3
CCc1nn(CC(=O)N(Cc2cccnc2)C2CC2)c(=O)c2cc3sccc3n12	-11	0.0	-0.5	-7
OCCNCCNc1ncnc2c1cnn2-c1cccc(Cl)c1	-6	0.2	0.5	7
COc1ccc(Cl)cc1C(=O)Nn1c(-c2ccc(Br)cc2)nc2ccccc2c1=O	-6	-0.1	0.5	-5
COCCCNCCOCCOc1ccc(F)cc1	-1	0.7	-1.0	35
O=C(NCCOc1ccc(F)cc1)c1ccc(Cn2ccnc2)cc1	-50	-0.2	-0.4	-2
CC1Cc2ccccc2N1C(=O)COC(=O)c1ccc(Cl)c(N)c1 (stereo not given)	5	0.1	-0.9	12
Cc1ccccc1CN(C)CCc1ccccn1	-10	-0.1	0.8	4
CCOC(=O)C1=C(C)OC(N)=C(C#N)C1c1c(C)[nH]c(C#N)c1C (stereo not given)	-1	0.0	0.0	17
O=C1C(=O)N(c2nc3ccccc3s2)C(c2ccccc2Cl)/C1=C(\O)c1ccccc1 (stereo not given)	-80	0.4	-0.8	14
CCCCOc1ccc(C(=O)N2CCCC2)cc1	3	-0.1	-2.5	19
Brc1c(CSc2nc3ccccc3o2)nc2ncccn12	-84	-0.1	-0.4	-6
O=C(COc1ccc(Cl)cc1Cl)Nc1ccc(S(=O)(=O)N2CCCCCC2)cc1	-3	0.0	-2.1	4
Cc1cc(C)c(NC(=O)Cn2nnc(-c3ccc(N)cc3)n2)c(C)c1	-6	-0.1	1.6	-4
CC(C)(C)Cc1nnc(NC(=O)Cc2ccc(F)cc2)s1	1	0.3	-0.7	-11
CNC(=O)COc1c(C)c(C)cc(C)c1C	-14	-0.5	-1.3	-2
COc1ccc(C(=O)NC(C)c2nnc(SCC(=O)Nc3ccccc3)n2C)cc1 (stereo not given)	11	-0.2	9.6*	0
O=C(CNC1CCCC1)NCc1ccc(Cl)cc1	12	0.2	-0.4	44

Single entries from the results shown:
COc1ccc(NC(=O)N2Cc3ccccc3CC2S(C)(=O)=O)cc1Cl (stereo not given) – GPR151 activ: 0.6
CC(C)(C)NC(=O)CN1CCc2nc(N3CCCC3)[nH]c(=O)c2C1 – TEAD-YAP inh: 12

The order is random. About 3.4% of those tested had a hit in this group.
